MOR-DOR inv ag – inverse agonists of human mu-delta opioid receptor heterodimerization; inhibition, % at 9.3 µM; hit rate 0.21% among 340,000; cell-based MOR-DOR heterodimer luminescence, inverse agonism; P35372+P41143; in the data active = inhibition above about 22%, passing the limit was not always enough;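 note: 0% = cells with DMSO and 100% = wells without cells with DMSO; values of inactives mirror those of a sister screen read the other way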
OPRM1-OPRD1 ag – OPRM1-OPRD1 heterodimerization agonism | cells, luminescence | P35372+P41143 | activation, % at 9.3 µM | hit rate 0.3% among 340,000 | AID 504326; in the data active = activation above about 18%;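 note: 0% = vehicle-treated cells and 100% = reference agonist; values of inactives mirror those of a sister screen read the other way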
CAL-PDZ inh HTS – blocks peptide binding to the human CAL PDZ domain; purified CAL PDZ, TMR-peptide fluorescence polarization, 1 h; AID 602252; hit rate 0.92% among 300,000; inhibition, % at 24.9 µM; Q9HD26;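 active = mean inhibition of at least 30% with at least half of replicates also reaching 30%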;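 note: 0% = DMSO neutral control and 100% = excess unlabeled competitor peptide PRC23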
V-ATPase pH – regulators of yeast V-ATPase proton transport. S. cerevisiae, pHLuorin cytosolic pH fluorescence. response, % at 10 µM. hit rate 0.37% among 350,000. AID 504577; in the data active = response mostly above about 7.3%, no sharp cut-off; inactive = mostly below about 5.4%; note: actives read high; inactives centre near 0; some compounds called inactive have numbers as strong as hits; reference of the scale not given here
cardiac RTF act – increases calcium sensitivity of human cardiac regulated thin filaments. IANBD-labeled TnC RTF fluorescence at EC20 calcium; 0% EC20 calcium, 100% full calcium. activation, % at 7.2 µM. hit rate 0.24% among 340,000;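 active = activation above the mean over all tested compounds plus 3 SD, cut at about 30% in these data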;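 note: rise in fluorescence read as greater calcium sensitivity of cardiac thin filaments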
LANA DNA inh – blocks KSHV LANA C-terminal domain binding to DNA. MBP-C-LANA/FAM-LBS DNA binding, fluorescence polarization. inhibition, % at 9 µM. hit rate 0.078% among 340,000;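 active = highest replicate inhibition at or above 60% at 9 µM, even if other replicates fall short; inactive = all replicates below 60% inhibition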;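 note: 0% = neutral control wells and 100% = 4 µM acridine orange control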
HTR5A ag ctr – counter-screen for OPRM1-OPRD1 agonists: human HTR5A agonism; P47898; HTR5A agonist assay, luminescence, cell-based; activation, % at 9.3 µM; AID 504692; hit rate 0.61% among 340,000; in the data active = activation mostly above about 9.5%, no sharp cut-off; inactive = mostly below about 7.6%;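 note: 0% = cells with vehicle only and 100% = reference agonist; strong numbers were not always called active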
Target sequence (P47898 whole entry, looked up): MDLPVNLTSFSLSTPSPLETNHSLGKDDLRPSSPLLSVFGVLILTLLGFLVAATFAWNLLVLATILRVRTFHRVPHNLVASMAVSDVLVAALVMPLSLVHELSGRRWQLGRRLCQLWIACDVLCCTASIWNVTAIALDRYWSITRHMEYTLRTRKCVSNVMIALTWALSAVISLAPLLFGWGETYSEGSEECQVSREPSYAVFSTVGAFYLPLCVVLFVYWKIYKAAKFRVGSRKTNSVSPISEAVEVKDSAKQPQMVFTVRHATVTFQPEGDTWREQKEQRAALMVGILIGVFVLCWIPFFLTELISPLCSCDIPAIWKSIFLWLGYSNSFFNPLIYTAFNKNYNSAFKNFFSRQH
Cardiac RTF inh – cardiac RTF calcium desensitization. P19429+P45379. IANBD-labeled cardiac RTF, Ca2+ fluorescence. inhibition, % at 7.15 µM. hit rate 0.12% among 340,000. AID 493244;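 active = inhibition above the mean inhibition of all tested compounds plus 3 SD, cut at about 17% in these data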;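 note: assay run at fixed EC70 calcium of 1.6 mM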
HTR5A inv ag – HTR5A inverse agonism, opioid heterodimer counter-screen | P47898 | HTR5A cell line, luminescence | inhibition, % at 9.3 µM | hit rate 0.083% among 340,000 | AID 504634; in the data active = inhibition mostly above about 23%, no sharp cut-off; inactive = mostly below about 18%;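 note: 0% = cells with DMSO and 100% = no-cell wells with DMSO; some compounds called inactive have numbers as strong as hits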
Keap1-Nrf2 PPI – Keap1-Nrf2 (human) interaction inhibition. Q14145. Keap1 Kelch-Nrf2 peptide fluorescence polarization, 1536-well. inhibition, % at 9.4 µM. hit rate 0.15% among 340,000; in the data active = inhibition above about 12%;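 note: human Keap1 Kelch domain with fluorescein labeled Nrf2 9mer peptide probe; 0% = neutral control wells and 100% = peptide positive control; higher means more block of Keap1 binding to Nrf2 peptide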
Target sequence (Q14145 whole entry, looked up, the tested form may be a part): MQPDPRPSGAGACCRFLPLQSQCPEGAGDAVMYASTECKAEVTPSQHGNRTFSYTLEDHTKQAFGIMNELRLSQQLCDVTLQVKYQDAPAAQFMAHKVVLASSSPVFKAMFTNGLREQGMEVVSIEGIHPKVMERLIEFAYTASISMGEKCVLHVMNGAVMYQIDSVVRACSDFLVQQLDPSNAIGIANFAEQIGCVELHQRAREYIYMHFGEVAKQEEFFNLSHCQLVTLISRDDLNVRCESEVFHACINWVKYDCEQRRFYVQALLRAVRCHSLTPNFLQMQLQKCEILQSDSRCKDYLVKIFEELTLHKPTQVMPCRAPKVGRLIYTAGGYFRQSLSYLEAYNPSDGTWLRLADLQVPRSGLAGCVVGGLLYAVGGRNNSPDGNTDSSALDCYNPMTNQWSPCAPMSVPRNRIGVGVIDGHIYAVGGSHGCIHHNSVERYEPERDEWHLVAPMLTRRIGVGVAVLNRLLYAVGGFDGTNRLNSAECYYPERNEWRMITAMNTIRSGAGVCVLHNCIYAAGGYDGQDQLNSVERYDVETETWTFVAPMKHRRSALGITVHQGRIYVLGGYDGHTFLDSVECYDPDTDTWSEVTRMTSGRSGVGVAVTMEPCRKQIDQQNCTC
An asterisk follows results filed as active; · = no result given.

SMILES	MOR-DOR inv ag	OPRM1-OPRD1 ag	CAL-PDZ inh HTS	V-ATPase pH	cardiac RTF act	LANA DNA inh	HTR5A ag ctr	Cardiac RTF inh	HTR5A inv ag	Keap1-Nrf2 PPI
Cc1ccc(C2SCC(=O)N2Cc2cn3ccsc3n2)o1 (stereo unspecified)	2	-0.3	-2	0	5	2.3	2	-7	-7	-8
CC(=O)c1cccc(NC(=O)COc2ccccc2)c1	4	-0.7	·	1	1	-0.4	15*	1	-36	5
O=C(Nc1ccc(F)cc1)N1CCCCCC1	12	-2.4	-3	1	-4	-1.6	4	-2	2	-2
Cc1ccc(C(=O)N2CCN(c3ccccc3F)CC2)cc1S(=O)(=O)N1CCOCC1	9	-1.9	-2	-1	4	0.3	1	-5	-22	-3
O=C1NN(c2cccc(Br)c2)C(=O)/C1=C\c1ccc(N2CCOCC2)cc1	15	-3.4	0	0	0	0.2	-2	-5	8	3
Cc1cc(-c2ccco2)n(CC(=O)NCc2ccco2)n1	13	-2.4	·	4	-1	-0.4	-4	-8	11	-1
O=C(Nc1ccccc1C(=O)O)c1cccc(NC(=O)c2ccco2)c1	12	-2.5	·	-2	-2	0.0	2	-2	-7	-2
O=C(NCCc1cnc[nH]1)c1cccs1	15	-3.0	0	5	5	-1.6	3	-6	8	3
COc1ccc(NC(=O)CNC(=O)c2c(C)nn(C)c2Cl)cc1	-16	3.3	-2	4	4	-0.8	-1	1	4	-6
Cc1cccc(NC(=O)C2CCN(S(=O)(=O)c3cccc4nsnc34)CC2)c1	16	-3.0	9	-1	3	-1.8	0	-7	-1	1
COc1ccc(NC(=S)N=Nc2c(O)[nH]c3ccccc23)cc1	-9	1.7	-6	0	-3	0.2	-2	-3	21	-3
COc1ccc(/C=C/C(=O)OCC(=O)Nc2cc(S(=O)(=O)N(C)C)ccc2Cl)cc1	3	-0.6	·	0	1	-1.1	1	-1	3	-1
O=C(COC(=O)C1CCN(c2ccc(C(F)(F)F)cn2)CC1)c1ccccc1Cl	-12	1.8	-2	-6	-5	-0.5	4	-7	-10	-2
O=C(Cc1cccs1)N/N=C\c1ccc([N+](=O)[O-])s1	-24	4.7	2	-1	9	0.2	3	-16	-8	-9
O=C1Cc2cc(S(=O)(=O)Nc3ccc(F)cc3Cl)ccc2N1	4	-0.9	-4	1	1	1.8	-2	-4	-23	-2
CC(C)OP(=O)(c1ccc(N(C)C)cc1)C(Nc1ccccc1)c1cccnc1 (stereo unspecified)	11	-2.3	0	-1	0	0.6	-2	-9	-6	3
CCOc1ccc2[nH]c(S(=O)(=O)CC)nc2c1Cl	8	-1.5	-3	0	9	1.6	-2	-7	-5	-3
CSCCC(NC(=O)c1ccccc1)C(=O)NCC(C)(C)N1CCOCC1 (stereo unspecified)	12	-3.0	2	4	1	1.0	8	3	-2	-4
Oc1ccc(Cl)cc1C1=NNC(c2cccs2)C1 (stereo unspecified)	-26	5.0	-8	1	4	-0.4	3	1	-9	0
CC(=O)NN=C1CCC(c2ccccc2)CC1 (stereo unspecified)	-2	0.3	-1	-1	0	1.8	4	-2	-15	4
COC(=O)[C@H](Cc1ccccc1)NC(=O)NCc1ccc(S(N)(=O)=O)cc1	13	-2.5	-5	-1	1	1.4	3	6	-22	-6
CCOc1ccc(N(CC(=O)NCC2CCCO2)S(=O)(=O)c2ccc(C)cc2)cc1 (stereo unspecified)	8	-1.2	·	2	6	0.2	-3	-14	4	-1
Cc1nc2cc(NS(=O)(=O)c3ccccc3)ccc2n1C	14	-3.0	-4	5	4	0.7	6	-5	6	-7
COc1cc(/C=C/c2cc(C(=O)O)c3ccccc3n2)cc(OC)c1O	8	-1.7	-2	-3	2	2.0	0	-2	-4	-4
CC(=O)N(C(C)=O)S(=O)(=O)c1ccc(N=NN2CCCCC2)cc1	18	-3.3	-1	8	3	0.8	-2	-8	5	-5
Cc1cs/c(=N\N=C\c2ccc(O)cc2)n1Cc1ccco1	2	-0.3	-3	-3	5	0.2	-1	-1	2	-1
N#CCCN1CCN(C2=NC(=O)C(=C3CCCCC3)S2)CC1	14	-2.7	-2	-2	-2	1.1	3	-3	-8	0
CC(C)Nc1oc(-c2cccc3ccccc23)nc1C#N	-26	4.7	1	-5	-6	-0.3	-3	2	11	-2
CC(=O)C1=C(C)NC(SCc2cccc3ccccc23)=C(C#N)C1c1ccco1 (stereo unspecified)	2	-0.3	-1	0	12	3.0	-3	-2	10	-6
Cc1n[nH]c(C)c1S(=O)(=O)N1CCCC(C(=O)NCC2COc3ccccc3O2)C1 (stereo unspecified)	12	-1.9	-2	2	-2	-0.9	5	1	23	-4
Cc1ccc(NC(=O)CSc2nnc3ccccn23)cc1	9	-1.4	1	-2	5	-0.8	-2	-4	8	-2
COc1ccc(CN2CCN(C(=O)c3ccc4c(c3)CCC4)CC2)cc1OC	14	-3.4	·	-3	1	-0.9	0	2	-1	0
Cn1nc([N+](=O)[O-])nc1Sc1nnc(-c2ccccc2)o1	3	-0.5	-2	4	1	0.1	0	-3	-12	3
COc1cc(NC(=O)COC(=O)CNC(=O)C23CC4CC(CC(C4)C2)C3)cc(OC)c1	-6	1.5	-1	0	-3	21	16	-3	-45	4
COC(=O)[C@H](Cc1ccccc1)NS(=O)(=O)N[C@@H](Cc1ccccc1)C(=O)OC	3	-0.4	-1	1	2	-3.0	0	-6	-5	0
N/C(=N\OC(=O)CCCc1ccccc1)c1ccccc1Cl	-29	5.6	2	1	0	-0.6	2	-4	7	1
COc1ccc(/C=N/n2cnn(Cc3ccccc3Cl)c2=S)cc1	18	-3.9	-1	-2	-2	-1.4	-1	6	-5	5
O=C(NCc1cccs1)C1CC(=O)N(c2ccc(Cl)cc2)C1 (stereo unspecified)	8	-1.4	-6	0	-2	-1.3	2	4	13	-4
CCOC(=O)C1CCN(CC(=O)Nc2c(C(=O)OC)n(C)c3cccc(C)c23)CC1	1	-0.3	1	-2	-3	0.2	-1	-2	6	0
CCc1ccc(N2C(=O)c3sc4nnc(C)c(=O)n4c3C2=O)cc1	15	-3.2	-3	3	2	0.2	2	-1	13	-3
O=C(NC(=S)Nc1ccc(Cl)cc1)c1cncc(Br)c1	22	-4.1	0	-3	8	1.1	2	-8	-29	2
CCN(CC(=O)N1CCCC1)S(=O)(=O)c1ccc(OC)cc1	-19	4.0	-1	-3	17	-3.8	1	-5	-4	-3
Cc1ccc(S(=O)(=O)N2CCC(C(=O)NC3CC(C)(C)NC(C)(C)C3)CC2)cc1	12	-2.1	0	-1	-1	-0.1	3	-7	-10	-4
Cc1c(NC(=O)C(C)OC(=O)/C=C/c2ccco2)c(=O)n(-c2ccccc2)n1C (stereo unspecified)	9	-1.9	1	2	4	0.3	5	-7	-13	-2
O=C(Nc1ccc(F)cc1)Nc1ccc(N2CCOCC2)c2nonc12	10	-1.9	3	0	3	-2.4	1	-1	-2	-8
CN(C)c1ccc(-c2c(-c3ccc4c(c3)OCO4)noc2-c2ccsc2)cn1	11	-1.9	1	-1	4	0.9	0	-1	-1	-3
O=c1oc2cc(OCc3c(F)c(F)c(F)c(F)c3F)ccc2cc1-c1ccccn1	12	-2.2	3	0	7	1.1	-3	-2	-10	-3
COCc1cc(C)nc2sc(C(=O)N3CCCCC3)c(N)c12	39*	-7.4	23	8	5	-2.1	1	-7	11	-5
COc1ccc(OCC(=O)Nc2ccc(NC(=O)c3cccs3)cc2)cc1	-4	0.5	-3	1	2	0.0	2	-4	-5	-1
O=C(/C=C/C(=O)NCc1cccs1)NCc1cccs1	0	0.0	17	0	10	0.3	2	-14	1	-5
Cc1cccnc1NC(=O)c1ccc(COc2ccccc2)o1	-3	0.4	-2	-1	-5	0.0	-2	-8	1	-1
COc1cc2c(cc1NC(=O)c1cncc(Br)c1)oc1ccccc12	-10	1.9	·	2	-3	-1.0	-1	-6	3	0
CCOc1ccccc1CNC(=O)c1c([N+](=O)[O-])c(C)nn1C	10	-1.9	0	1	9	-0.6	0	3	-1	-5
COc1cccc(OC)c1C(=O)NNS(=O)(=O)c1ccc2ccccc2c1	16	-3.1	-1	4	0	0.4	5	5	-1	-1
CCOc1ccc(-c2c(C(=O)N/N=C/C3CC=CCC3)nnn2-c2nonc2N)cc1 (stereo unspecified)	11	-2.3	4	-2	4	-0.1	0	-1	18	3
CN(C)c1nc(Cl)nc(NCCOc2ccccc2)n1	-2	0.5	0	-4	1	1.9	0	-5	16	0
NNC(=S)Nc1cc(S(=O)(=O)N2CCOCC2)ccc1N1CCOCC1	7	-1.4	-1	-2	-2	-0.3	-2	0	16	-3
CC(=O)c1ccc(NC(=O)CCNS(=O)(=O)c2cccc3nonc23)cc1	1	-0.1	-2	0	6	-0.4	-4	6	9	-2
CC1Nc2ncnc(N3CCN(c4ccccn4)CC3)c2N(Cc2ccccc2)C1=O (stereo unspecified)	45*	-9.8	-3	2	0	-1.2	-14	-7	43*	0

Some of these compounds in order of SMILES length, smallest number first.
SMILES	MOR-DOR inv ag	OPRM1-OPRD1 ag	CAL-PDZ inh HTS	V-ATPase pH	cardiac RTF act	LANA DNA inh	HTR5A ag ctr	Cardiac RTF inh	HTR5A inv ag	Keap1-Nrf2 PPI
CN(C)c1nc(Cl)nc(NCCOc2ccccc2)n1	-2	0.5	0	-4	1	1.9	0	-5	16	0
O=C(/C=C/C(=O)NCc1cccs1)NCc1cccs1	0	0.0	17	0	10	0.3	2	-14	1	-5
Cc1ccc(C2SCC(=O)N2Cc2cn3ccsc3n2)o1 (stereo unspecified)	2	-0.3	-2	0	5	2.3	2	-7	-7	-8
Cc1cc(-c2ccco2)n(CC(=O)NCc2ccco2)n1	13	-2.4	·	4	-1	-0.4	-4	-8	11	-1
N#CCCN1CCN(C2=NC(=O)C(=C3CCCCC3)S2)CC1	14	-2.7	-2	-2	-2	1.1	3	-3	-8	0
COc1cc2c(cc1NC(=O)c1cncc(Br)c1)oc1ccccc12	-10	1.9	·	2	-3	-1.0	-1	-6	3	0
O=C(Nc1ccccc1C(=O)O)c1cccc(NC(=O)c2ccco2)c1	12	-2.5	·	-2	-2	0.0	2	-2	-7	-2
CC(=O)N(C(C)=O)S(=O)(=O)c1ccc(N=NN2CCCCC2)cc1	18	-3.3	-1	8	3	0.8	-2	-8	5	-5
COC(=O)[C@H](Cc1ccccc1)NC(=O)NCc1ccc(S(N)(=O)=O)cc1	13	-2.5	-5	-1	1	1.4	3	6	-22	-6

Compounds were not picked by outcome; overall some 2.8% were active at least once.
